TNAP activators: human TNAP enzyme activators, primary screen, biochemical, luminescent, no phosphate acceptor, uHTS (AID 1001). purified TNAP, luminescent activation assay, no phosphate acceptor; higher activation fold means a stronger effect. one-dose activation fold at 20 µM; EC50 in µM for titrated hits. 200,000 tested, 0.03% active; in the data active = activation fold from about 3, or a potency from the dose series; inactive = the rest, 99 in 100 with activation fold below about 1.6; note: many of its hits are not listed in these tables
XIAP antagonists: XIAP antagonists, biochemical, IAP family, fluorescence polarization (AID 1018); displacement, % at 20 µM; hits with a dose series show IC50 in µM; XIAP BIR domain, fluorescence polarization peptide displacement; higher % means a stronger effect; 200,000 tested, 0.007% active; E3 ubiquitin-protein ligase XIAP (Homo sapiens); in the data active = displacement above about 50%; note: a part of the inactive calls stands beside numbers as strong as those of hits
Myeloid diff MLP: induction of myeloid progenitor differentiation, primary screen, cell-based, flow cytometry, MLPCN library; ER-HoxA9 myeloid progenitors, lysozyme-GFP differentiation; 360,000 tested, 1% active; calls only at 10 µM;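 active = normalized GFP-positive differentiation at or above the plate's own cutoff, the solvent-only control mean plus 3 SD; inconclusive = no clear call, values can overlap the other calls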;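 note: cells exposed to compound for four days before flow analysis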
RSV antiviral HEp-2: RSV antiviral activity via CPE protection, HEp-2 cells, primary 10 µM value included (AID 2391); HEp-2 cells, RSV-induced CPE inhibition; higher % means a stronger effect; CPE inhibition, % at 10 µM; hits with a dose series show IC50 in µM; 310,000 tested, 0.13% active; in the data active = a potency from the dose series; inconclusive = CPE inhibition mostly from about 23% at the one dose, without a potency; inactive = the rest, 99 in 100 with CPE inhibition below about 21%; note: strong numbers were not always called active
PMI inhibition: human PMI inhibitors, high substrate, primary screen, biochemical, fluorescence intensity, high mannose 6-phosphate (AID 1220); Mannose-6-phosphate isomerase (Homo sapiens); recombinant PMI enzyme, coupled fluorescence intensity; higher % means a stronger effect; 190,000 tested, 0.66% active; inhibition, % at 20 µM; hits with a dose series show IC50 in µM
WT yeast gro inh: growth inhibition of WT strain, primary screen, mitochondrial fusion inhibitor project, WT and mutant strains, chemical genetic; mitochondrial fusion phenotypic screen; inhibition, % at 10 µM; 190,000 tested, 2.1% active; AID 1362, 2008; in the data active = inhibition above about 58%; tested in S. cerevisiae
PMI inhibitors: inhibitors of human PMI, primary screen, biochemical, fluorescence intensity, coupled assay (AID 1209). Mannose-6-phosphate isomerase (Homo sapiens). purified PMI enzyme, coupled fluorescence intensity; higher % means a stronger effect. one-dose inhibition, % at 20 µM; IC50 in µM for titrated hits. 190,000 tested, 0.42% active;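 note: plate controls were DMSO vehicle for no effect and wells lacking substrate for full effect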
Siah-1 displacement: Siah-1 peptide-binding antagonists, primary screen, biochemical, fluorescence polarization, rhodamine-plectin, uHTS (AID 1817); E3 ubiquitin-protein ligase SIAH1 (Homo sapiens); Siah-1 / rhodamine-plectin peptide fluorescence polarization; higher % means a stronger effect; displacement, % at 20 µM; hits with a dose series show IC50 in µM; 290,000 tested, 0.02% active;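 active = displacement of at least 50% at 20 µM, with a fluorescence ratio check between 0.3 and a set limit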;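 note: plate controls were Siah plus tracer with DMSO for no effect and tracer alone without Siah for full effect; strong numbers were not always called active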
Salmonella PhoP GFP: inhibitors of PhoP regulon expression, primary screen, Salmonella Typhimurium, GFP reporter (AID 1863). S. Typhimurium PhoP-regulated promoter GFP reporter, 4 h; higher % means a stronger effect. 300,000 tested, 0.16% active. one-dose inhibition, % at 50 µM; IC50 in µM for titrated hits;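 active = inhibition over 29.93%, a cutoff 3 SD above the screen mean, later confirmed by dose response; inconclusive = inhibition over 29.93% but no dose response follow-up; inactive = inhibition at most 29.93% or unconfirmed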;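 note: 0% = low Mg2+ inducing control and 100% = high Mg2+ repressing control; strong numbers were not always called active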
WT yeast gro inh mutant strain: second read-out of WT yeast gro inh, no call of its own (marks repeat the call); inhibition, %; mitochondrial fusion phenotypic screen, mutant strain inhibition
Myeloid diff MLP GFP+ MAC1+ %: further read-out of Myeloid diff MLP, marked with its call; GFP+ MAC1+ double positive, %; measured here: differentiation confirmed by MAC1 staining
Active calls of the source: *; i = inactive; ? = inconclusive; . = not tested or not shown. Cut-off read from the data, not from the text of the source, unless noted: active = inhibition above about 50%; inactive = the rest.

SMILES	TNAP activators	XIAP antagonists	Myeloid diff MLP	Myeloid diff MLP GFP+ MAC1+ %	RSV antiviral HEp-2	PMI inhibition	WT yeast gro inh	WT yeast gro inh mutant strain	PMI inhibitors	Siah-1 displacement	Salmonella PhoP GFP
O=C(c1ccccc1)N1CCN(CC#CC2(O)CCCCC2)CC1	1.1	-3.1%	i	1.2	1.5%	-6%	19	4	0%	-2%	2%
O=C(Cc1ccccc1)NCC(=O)OC(c1ccccc1)c1ccccc1	1.1	-3.6%	i	0.7	1.0%	4%	-9	-2	12%	1%	-7%
CCOc1ncccc1C(=O)Nc1ccc(F)c(Cl)c1	1.1	0.7%	i	0.1	2.5%	-1%	35	22	3%	-3%	3%
CC1C(=O)N2CCCc3cc(S(=O)(=O)N(C)CCC#N)cc1c32 (stereo unspecified)	.	.	i	2.0	3.2%	.	.	.	.	19%	-7%
Cc1cc(C)cc(N(C(=O)c2ccco2)C(C(=O)NC2CCCC2)c2ccncc2)c1 (stereo unspecified)	.	.	i	0.8	-0.7%	.	.	.	.	-3%	-2%
COc1ccnc(N2CCN(c3ccc(Cl)cc3)CC2)c1C#N	1.1	-6.0%	i	1.0	-1.6%	5%	4	-4	14%	0%	4%
CCOC(=O)c1cnc2c(C)cc(C)cc2c1NCCCN1CCOCC1	.	.	i	0.5	-2.1%	.	.	.	.	6%	-6%
CSc1ccccc1OCc1cc(C(=O)NCCc2ccco2)no1	.	.	i	6.0	0.6%	.	.	.	.	9%	-6%
Cc1c(NC(=O)C(C#N)=C2CCCCC2)c(=O)n(-c2ccccc2)n1C	1.2	-1.0%	i	1.0	1.3%	-7%	8	3	-11%	0%	-6%
COc1ccc(OCC(O)CN2CC(C)OC(C)C2)cc1 (stereo unspecified)	.	.	i	0.6	-0.6%	.	.	.	.	3%	1%
O=C(/C=C/c1ccccc1)Nn1cnnc1	1	-6.0%	i	2.4	11%	-1%	-2	26	-5%	3%	-6%
CNc1nc2ccccc2n(C)c1=O	0.9	-9.5%	i	0.4	-0.2%	-3%	-1	-6	-4%	4%	-7%
COc1ccc(C(CNC(=O)c2cc3ccccc3cc2OC)N2CCCC2)cc1 (stereo unspecified)	1.1	-0.1%	i	0.9	-2.7%	1%	-4	8	4%	2%	7%
Cc1cc(C)n(Cc2ccc(F)cc2)c(=O)c1C#N	1.1	27%	i	6.1	-2.4%	-6%	-29	0	-2%	0%	19%
O=C(Nc1ccccc1)c1cc([N+](=O)[O-])ccc1NCc1cccnc1	1	-6.5%	i	0.3	2.1%	0%	9	8	8%	-3%	-1%
COc1ccc(C(=O)NC(=S)Nc2cccnc2)cc1[N+](=O)[O-]	1	-5.5%	i	0.3	1.5%	-13%	8	-4	-2%	3%	4%
Fc1ccccc1-c1csc(-c2cccnc2)n1	.	.	i	1.2	2.9%	.	.	.	.	4%	-3%
CC(OC(=O)CNC(=O)C12CC3CC(CC(C3)C1)C2)C(=O)Nc1ncc(Cl)cc1Cl (stereo unspecified)	1.1	-7.4%	i	6.5	3.4%	-8%	4	-2	21%	-2%	-3%
COc1ccc(C(=O)N(Cc2ccc(N(C)C)cc2)C2CCS(=O)(=O)C2)cc1 (stereo unspecified)	1.1	-3.0%	i	2.2	2.2%	20%	30	4	4%	-6%	-4%
Cc1ccc[n+](C(C)C(=O)Nc2ccc([N+](=O)[O-])cc2C)c1 (stereo unspecified)	1	-5.9%	i	0.3	0.3%	2%	-1	12	1%	-2%	6%
CCCSc1oc(-c2ccco2)nc1S(=O)(=O)c1ccccc1	1.1	-2.9%	i	6.4	8.2%	5%	14	10	10%	-4%	-14%
CCn1c2ccccc2c2cc(NC(=S)N3CCOCC3)ccc21	1.1	2.0%	i	0.4	4.5%	3%	24	3	5%	8%	-2%
Cc1nnc(SCC(=O)Nc2cc(-c3cc(C)c(C)cc3C)nn2-c2ccccc2)s1	1	-3.9%	i	0.3	17%	11%	63*	32*	14%	5%	17%
N/C(=N\c1nc2ccccc2o1)NC(=O)c1ccc([N+](=O)[O-])cc1	.	.	i	0.8	6.1%	.	.	.	.	6%	-15%
COc1ccc(C)cc1NC(=O)C(=O)c1cn(CC(=O)N2CCCC2)c2ccccc12	.	.	i	5.2	3.8%	.	.	.	.	2%	3%

The list goes on:
SMILES	TNAP activators	XIAP antagonists	Myeloid diff MLP	Myeloid diff MLP GFP+ MAC1+ %	RSV antiviral HEp-2	PMI inhibition	WT yeast gro inh	WT yeast gro inh mutant strain	PMI inhibitors	Siah-1 displacement	Salmonella PhoP GFP
CCOC(=O)c1cccc(NC(=O)COc2nsnc2N2CCOCC2)c1	.	.	i	0.3	9.0%	.	.	.	.	3%	-2%
Oc1c(C=Nc2cccc3nsnc23)ccc2ccccc12	0.8	-22%	.	.	6.5%	.	.	.	71%*	19%	-9%
CCC(C)(C)C(=O)Nc1cc([N+](=O)[O-])ccc1F	1.2	-7.0%	i	0.8	1.2%	-2%	-12	-18	3%	-6%	3%
Cc1cc(N2CCOCC2)nc2ccc(NC(=S)NCc3ccc4c(c3)OCO4)cc12	1.2	1.2%	i	0.3	17%	2%	31	1	13%	-2%	0%
Cc1ccccc1NC(=O)c1cn2c(nc3ccccc32)c(C#N)c1C	.	.	i	0.1	4.3%	.	.	.	.	2%	-2%
COC(=O)c1nc2nc(C)cc(C(F)(F)F)n2n1	1.1	2.8%	i	0.8	3.2%	-3%	-15	3	-5%	2%	-12%
COc1ccc(-c2cc(C(=O)NCCCN3CCOCC3)c3cc(C(C)C)ccc3n2)cc1	.	.	?	.	-2.2%	.	.	.	.	0%	10%
COc1ccc(CC(=O)NCC(=O)N/N=C/c2ccco2)cc1	1	-1.2%	i	0.5	.	7%	-7	-3	10%	1%	1%
CCC(=O)N1CCc2cc(Br)cc(S(=O)(=O)CC(=O)OC)c21	1.1	-7.8%	i	0.2	2.7%	8%	3	17	10%	-2%	17%
COc1ccc(Cc2nnc(N/N=C/c3ccc(O)cc3)[nH]c2=O)cc1OC	2.4	-4.1%	?	.	2.0%	-19%	-6	-6	12%	-11%	17%
CNC(=O)CCCN1C(=O)c2ccccc2Sc2ncccc21	.	.	i	0.4	1.3%	.	.	.	.	7%	3%
CCC(Sc1nc2ccsc2c(=O)n1-c1ccc(Cl)c(C)c1)C(=O)NCc1ccco1 (stereo unspecified)	1	-4.4%	i	0.4	5.9%	13%	33	21	19%	-2%	11%
CCOC(=O)CCCCC(=O)c1[nH]c(=O)[nH]c1CSc1nnc2c3ccccc3n(C(C)C)c2n1	1.1	-11%	i	0.4	12%	-2%	13	5	-5%	-10%	-8%
CCN(Cc1ccccc1)C(=O)CC(=O)N(CC)Cc1ccccc1	.	.	i	0.6	2.6%	.	.	.	.	3%	5%
Cc1ccc(/C=N/n2cnnc2)s1	1.1	-3.1%	i	0.6	-0.2%	3%	-5	17	0%	0%	5%
Cc1c(CC=C(Cl)Cl)c(=O)[nH]c2c(C)cccc12	1	-5.4%	i	0.2	1.1%	8%	14	14	7%	-1%	-2%
CCn1nnc(NC(=O)c2ccccc2Br)n1	1.1	0.1%	i	7.7	0.7%	8%	-16	-9	10%	-4%	9%
COc1ccc(CCNC(=O)c2ccc(N3CCCCS3(=O)=O)cc2)cc1OC	.	.	?	.	-0.2%	.	.	.	.	-7%	-2%
CCCCOC(=O)c1ccc(NS(=O)(=O)c2cc(-c3nnnn3CC)ccc2OC)cc1	1.1	-10%	i	0.7	0.2%	3%	8	8	10%	0%	-2%
CC(=O)c1ccc(S(=O)(=O)N2CCN(c3ccccc3F)CC2)cc1	1	-3.0%	i	0.2	12%	6%	-3	2	2%	4%	-7%
O=C(/C=C/c1ccc2c(c1)OCO2)N1CCCCC1	.	.	i	0.4	-1.0%	.	.	.	.	2%	-2%
Cc1c(C(=O)N(Cc2cccc(Br)c2)C2CCS(=O)(=O)C2)oc2ccc(F)cc12 (stereo unspecified)	.	.	i	1.6	4.9%	.	.	.	.	2%	3%
Cc1ccc(NC(=O)C(NC2CCCc3ccccc32)c2ccccc2)c([N+](=O)[O-])c1 (stereo unspecified)	1	0.0%	i	1.5	9.3%	43%	-3	10	16%	4%	-1%
COc1ccccc1C(O)(C(=O)NNc1ccccc1C)c1ccccc1OC	1	-7.0%	i	0.5	-0.5%	11%	5	-1	19%	10%	3%
O=C(CCCn1c(=O)[nH]c2ccsc2c1=O)N1CCN(c2ccccn2)CC1	1.1	-6.9%	i	1.2	0.3%	-2%	-3	1	-1%	7%	1%

(list continues)
SMILES	TNAP activators	XIAP antagonists	Myeloid diff MLP	Myeloid diff MLP GFP+ MAC1+ %	RSV antiviral HEp-2	PMI inhibition	WT yeast gro inh	WT yeast gro inh mutant strain	PMI inhibitors	Siah-1 displacement	Salmonella PhoP GFP
Cc1ccc(S(=O)(=O)N2CCN(C(=O)CCC(=O)NC3CCCc4ccccc43)CC2)cc1 (stereo unspecified)	1.1	-4.3%	i	1.1	2.8%	-6%	-6	2	-2%	1%	-1%
Cc1cc(C(=O)N(C2CCCCC2)C2CCCCC2)no1	1.2	-7.8%	i	6.9	-0.9%	-1%	9	15	1%	2%	-7%
C=CCn1c(SCC(=O)c2[nH]c(C)c(C(=O)OCC)c2C)nc2scc(-c3ccccc3)c2c1=O	1	-5.1%	i	0.3	4.1%	-4%	-3	-13	7%	-6%	-4%
COc1cccc(-c2nc(=S)c3c(n2CCCO)CCCC3)c1	1.1	-1.0%	i	6.7	-0.3%	0%	14	32	8%	5%	7%
Cc1cc(O)cc(C)c1NS(=O)(=O)c1ccc2ccccc2c1	.	.	i	1.5	20%	.	.	.	.	-4%	-1%
Cc1ccc(C2CC(c3cccs3)=NN2S(=O)(=O)c2ccc(C)cc2)cc1 (stereo unspecified)	1	-2.3%	i	1.1	48%	9%	61*	45*	18%	7%	-4%
S=C1SCN(Cc2cccnc2)CN1Cc1cccnc1	.	.	?	.	?	.	.	.	.	1%	14%
Nc1ccc(S(=O)(=O)NC2(C(F)(F)F)NC(=O)N(c3ccccc3F)C2=O)cc1 (stereo unspecified)	.	.	i	0.8	0.3%	.	.	.	.	-1%	8%

PMI inhibitors, what is marked active above
Structure | TNAP activators | XIAP antagonists | Myeloid diff MLP GFP+ MAC1+ % | RSV antiviral HEp-2 | PMI inhibition | WT yeast gro inh mutant strain | PMI inhibitors | Siah-1 displacement | Salmonella PhoP GFP
Oc1c(C=Nc2cccc3nsnc23)ccc2ccccc12 | 0.8 | -22% | . | 6.5% | . | . | 71%* | 19% | -9%

Source: PubChem BioAssay
